Screening results deposited in PubChem by several laboratories.
NPY Y2 blocker: blocks the human neuropeptide Y Y2 receptor | P49146 | NPY-Y2 expressing cells, antagonist mode | inhibition, % at 2.7 µM | 140,000 tested, 0.99% active | AID 793; in the data active = inhibition above about 17%;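 also: 0% = vehicle with agonist challenge and 100% = reference antagonist with challenge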
Target sequence (P49146 whole entry, looked up): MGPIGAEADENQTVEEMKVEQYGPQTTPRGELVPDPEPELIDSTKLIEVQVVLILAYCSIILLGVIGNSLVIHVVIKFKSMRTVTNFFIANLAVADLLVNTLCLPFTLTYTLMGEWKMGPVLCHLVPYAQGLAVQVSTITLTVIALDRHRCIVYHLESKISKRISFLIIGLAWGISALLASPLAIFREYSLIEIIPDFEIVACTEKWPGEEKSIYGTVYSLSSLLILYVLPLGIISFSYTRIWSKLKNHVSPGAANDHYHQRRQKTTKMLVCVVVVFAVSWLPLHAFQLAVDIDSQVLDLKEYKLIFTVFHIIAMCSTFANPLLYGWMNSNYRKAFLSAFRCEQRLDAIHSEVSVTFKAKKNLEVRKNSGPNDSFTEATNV
Phagocyt inh: macrophage phagocytosis inhibition; J774A.1 macrophage IgG-bead phagocytosis, imaging; inhibition, % at 5 µM; 110,000 tested, 0.07% active;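 active = inhibition above the mean of the plate negative controls plus 5 SD, cut at about 13% in these data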;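 also: phagocytic index as fraction of beads internalized from green versus red external bead signal; plate controls were DMSO negative control for no effect and cytochalasin-D positive control for full effect; some results beyond the cut were filed as inactive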
Yeast lifespan up: yeast lifespan extension; inhibition of the nicotinamide effect, % at 10 µM; 130,000 tested, 0.68% active; S. cerevisiae growth with nicotinamide, OD615; deaD strain in restrictive glucose medium; AID 775;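 active = inhibition above a set limit, placed 3 SD over the median of all compounds, cut at about 26% in these data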;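 also: 0% = nicotinamide-treated wells and 100% = cells grown without nicotinamide; some compounds called inactive have numbers as strong as hits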
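Buffer or medium: CSMM-D glucose medium, restrictive; test system: modified budding yeast, DeaD strain; compound: single dose 10 µM compound, 0.25% DMSO; schedule: culture preincubation 4 h, compound exposure 48 h, both 30 °C; detection: optical density (absorbance) at 615 nm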
MRP1 act: activators of MRP-1 | viability increase, % at 10 µM | AID 799 | H69AR cells + doxorubicin, viability rescue, CellTiter-Glo | 140,000 tested, 0.61% active;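 active = viability gain under doxorubicin at or above a set limit, the compound median plus 3 SD, cut at about 4.7% in these data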;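 also: MRP-1 overexpressing cells given doxorubicin 25 µM after compound pretreatment; 18-22 h compound pretreatment then 72 h with doxorubicin before readout; 0% = doxorubicin-only wells and 100% = vehicle-treated cells without doxorubicin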
E-sel TNF inh: TNF alpha driven E-selectin expression inhibition; inhibition, % at 2 µM; AID 1246; 120,000 tested, 0.71% active; HUVEC TNFa-induced E-selectin immunofluorescence, high content;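 active = inhibition above the batch mean plus 3 SD, and confirmed as a hit on visual image review, cut at about 43% in these data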;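 also: 0% = TNF-stimulated DMSO wells and 100% = unstimulated control wells; not every result past the cut was called active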
GALR2 antag: antagonists of human galanin receptor 2 (GALR2) | AID 828 | GALR2-expressing cells, antagonist mode | O43603 | inhibition, % at 4 µM | 140,000 tested, 0.39% active; in the data active = inhibition above about 27%;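 also: cells stimulated with galanin 1-16 at roughly its EC80; 0% = agonist challenge control and 100% = basal control without agonist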
Target sequence (O43603 whole entry, looked up): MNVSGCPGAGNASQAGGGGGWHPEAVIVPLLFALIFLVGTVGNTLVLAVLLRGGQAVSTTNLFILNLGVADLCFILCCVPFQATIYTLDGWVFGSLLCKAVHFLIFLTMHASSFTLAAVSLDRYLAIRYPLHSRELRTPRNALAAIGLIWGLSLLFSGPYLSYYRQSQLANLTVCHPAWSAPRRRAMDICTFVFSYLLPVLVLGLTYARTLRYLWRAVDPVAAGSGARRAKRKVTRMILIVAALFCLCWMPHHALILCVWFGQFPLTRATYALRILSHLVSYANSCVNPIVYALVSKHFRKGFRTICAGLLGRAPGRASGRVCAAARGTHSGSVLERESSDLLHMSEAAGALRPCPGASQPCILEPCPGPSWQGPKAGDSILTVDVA
Yeast growth inh: chemicals that inhibit yeast BB579 growth in restrictive medium (lifespan-shortening candidates); S. cerevisiae BB579 growth, OD615, 48 h; inhibition, % at 10 µM; 140,000 tested, 0.51% active; AID 804;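 active = inhibition above a set limit, 3 SD over the mean compound inhibition, cut at about 44% in these data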; also: inactives centre near -24
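controls = amphotericin B 10 µg/mL, positive | assay system = DeaD yeast strain BB579 | schedule = 48 h compound exposure at 30 °C after 4 h preincubation | detection = OD615 turbidity measurement | medium = restrictive CSMM-D medium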
HCT116 bCat-KO: beta-catenin-lacking colon tumor cell growth suppression | viability, % at 10 µM | AID 818 | 140,000 tested, 1.5% active | HCT116 beta-catenin knockout viability, CellTiter-Glo, 60 h; hits give low values;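 active = viability at or under a set limit, the compound median less 4 SD, cut at about 6% in these data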;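 also: 0% = Hyamine 1622 control at 20 µM and 100% = untreated cell control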
Measles CPE: protection of cells from measles virus. Measles virus-infected cells, CPE protection, absorbance. protection (pct of control), % at 4 µM. 140,000 tested, 1.5% active; in the data active = protection mostly above about 24%, no sharp cut-off; inactive = mostly below about 26%; also: some compounds called inactive have numbers as strong as hits
PTEN del growth: growth suppressors of cells with PTEN tumor suppressor deletion. HCT116 PTEN-null viability, CellTiter-Glo, 60 h; hits give low values. viability, % at 10 µM. 140,000 tested, 1.2% active. AID 827;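 active = viability at or below a set limit, 4 SD under the median of all tested compounds, cut at about 3.7% in these data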;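 also: PTEN knockout HCT116 line with beta catenin targeted HCT116 as companion control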
* marks the source's active call; other numbers are inactive results; / = no result given.

SMILES	NPY Y2 blocker	Phagocyt inh	Yeast lifespan up	MRP1 act	E-sel TNF inh	GALR2 antag	Yeast growth inh	HCT116 bCat-KO	Measles CPE	PTEN del growth
O=C(N/N=C/c1cccc(O)c1)c1ccc(COc2ccc3c(c2)CCC3)o1	8.8	-0.9	0.9	-1.2	-7.8	-9.8	-51.6	93.9	4.1	101.6
N#Cc1cc2c(=O)n3ccccc3nc2n(CCCN2CCOCC2)c1=O	2.4	-0.7	-11.8	0.5	6.8	1.6	-42.6	86.3	17.3	92.1
CC1=NN=C(c2ccccc2)C(c2c[nH]c3ccccc23)N1O (centres undefined)	6.0	-4.1	1.0	-1.7	/	-0.7	-26.6	92.1	7.9	91.2
CCOc1cc(C(=O)Nc2cnccn2)cc(OCC)c1OCC	2.8	0.2	-8.8	-4.5	-39.1	6.1	-42.6	32.2	2.4	28.8
COC(=O)C1CCN(C(=O)CN2C(=O)NC(CCc3ccccc3)C2=O)CC1 (centres undefined)	3.3	-2.7	8.3	0.4	-9.3	-8.3	-35.8	93.0	12.5	96.3
CC(C)CN(CC(C)C)CC(O)COc1ccccc1Br (centres undefined)	11.9	-1.8	5.2	-2.0	-9.4	0.2	-25.5	70.9	5.8	65.7
Cc1ccc(OCC(=O)NC(=S)Nc2ccc(Br)c(C)n2)cc1	2.5	-0.3	-9.4	0.0	-34.5	-1.2	-82.8	99.1	3.5	111.5
CCn1c(SCc2nc3ccccc3nc2C)nnc1-c1cccs1	2.9	1.2	-13.7	-0.9	23.5	0.8	-15.8	95.7	/	89.4
CCN1CCN(c2nc(-c3cccs3)nc3ccccc23)CC1	5.5	3.6	-3.0	-0.9	16.4	-11.7	-17.2	76.9	7.2	79.7
CSc1nc(Cl)c(Cc2ccc(OC(C)C)cc2)c(N2CCOCC2)n1	3.6	-2.3	-8.1	-1.8	-34.4	-14.8	-46.3	35.5	13.8	39.3
CNC(=S)Nc1ccc(C23CC4CC(CC(C4)C2)C3)cc1	-0.3	-16.1	-4.5	5.2*	/	-0.1	-7.4	41.3	4.2	50.8
Cc1ccc(C(=O)/C=C/c2ccco2)c(O)c1	3.2	-5.3	-7.5	-4.7	1.1	9.0	-37.1	85.3	6.1	71.4
CCCc1[nH]nc2c1C(c1ccc(OC(=O)N3CCOCC3)c(OC)c1)C(C#N)=C(N)O2 (centres undefined)	2.5	-1.6	-3.1	-1.3	/	-0.8	-21.9	97.2	8.2	92.2
CCc1cc2c3c(c1)C(C)CC(C)(C)N3C(=O)C2=O (centres undefined)	4.6	-4.5	27.7*	-3.4	/	0.2	-24.8	18.9	3.4	10.7
O=C(Nc1ccc(Cl)cc1)c1ccc2c(c1)OCO2	4.6	-2.3	-25.6	1.6	-14.2	-1.2	-15.9	80.7	7.9	82.0
O=C(NCCCN1CCC(Cc2ccccc2)CC1)C1CC(=O)N(C2CCCC2)C1 (centres undefined)	1.9	-0.4	-1.9	-3.2	-14.0	2.0	-26.9	85.6	0.8	99.9
FC(F)Oc1ccc(/C=N/NC(=S)Nc2cc(C(F)(F)F)ccc2Cl)cc1	4.4	4.0	8.2	1.1	4.8	-8.2	-52.0	101.0	7.7	92.2
Cc1cccc(-n2nc(C(=O)Nc3ccccc3)n3c(=O)cc(-c4ccccc4)nc23)c1	-1.3	/	-8.7	3.2	-19.0	-9.8	-54.6	106.2	14.2	93.2
O=C(NC1CC2CCCC(C1)N2S(=O)(=O)c1ccccc1)c1ccccc1 (centres undefined)	1.5	-0.1	-1.8	-1.1	-10.1	6.2	-70.8	87.6	10.0	103.2
O=C(CSc1nnc(-c2ccncc2)o1)NCc1ccccc1	3.0	-6.2	1.6	-0.9	/	4.5	-33.3	83.6	22.1	90.7
N#Cc1c2c(c(-c3ccccc3)[nH]c1=O)CCCC2	0.3	-0.4	-8.4	-1.1	/	-11.9	-43.4	94.7	6.4	94.5
CCOC(=O)c1ccc2c(c1)nc(-c1ccc(F)cc1)c1nccn12	0.6	2.0	-1.2	-3.3	/	-1.3	4.1	85.3	11.0	85.5
Cc1onc(-c2ccccc2)c1C(=O)Nc1ccc2c(c1)OCCO2	1.7	/	-14.8	0.2	3.2	7.0	-16.1	104.4	15.2	105.1
Cc1cccc(C)c1OCC(=O)Nn1c(COc2ccccc2)nc2ccccc2c1=O	10.8	0.3	0.8	-3.2	-7.8	-11.6	-9.2	91.8	12.4	98.0
CCOC(=O)c1sc(NC(=O)CCSC)nc1C	1.4	1.8	-28.1	-1.6	25.9	-0.6	-4.0	99.2	2.6	93.5
CCCC(C)n1[nH]c(=O)cc1N (centres undefined)	1.6	/	-2.4	-0.8	-14.8	-8.7	-22.4	91.5	4.2	98.4
N#Cc1c[nH]n2c(=O)c3c(nc12)CCCC3	3.8	/	-3.4	-1.3	22.5	5.0	-41.6	108.8	1.9	100.0
Cc1cc(NC(=O)CSc2nccn2-c2ccc(Cl)cc2)no1	6.4	-0.2	-5.7	-1.0	2.9	7.5	-40.6	90.4	3.2	90.2
Cc1ccccc1C(O)c1cccnc1 (centres undefined)	3.7	-0.4	3.6	1.7	/	10.1	-23.2	96.6	19.6	99.6
CC(C)NS(=O)(=O)c1ccc(CCC(=O)NCc2ccc3c(c2)OCO3)cc1	-1.2	/	/	-1.0	-20.2	13.6	-21.8	95.1	3.2	110.2
O=C(NCCNc1ccc([N+](=O)[O-])cc1C(F)(F)F)c1cccc(F)c1	-0.5	-2.2	-8.3	-0.4	8.9	1.9	-10.0	59.3	12.4	57.5
Cc1nnc(SCC(=O)N2CC(=O)Nc3ccccc32)n1Cc1ccccc1	0.5	1.7	-0.5	-2.6	-10.0	-3.1	0.3	104.0	4.2	100.1
Cc1ccc(S(=O)(=O)NCc2ccc3c(c2)cc(C)n3C)cc1	3.3	-0.5	-5.5	-1.7	/	-5.4	-6.1	100.1	5.0	102.4
COc1ccc(S(=O)(=O)N2CCOC2CNC(=O)C(=O)NCCc2ccc(OC)c(OC)c2)cc1 (centres undefined)	-0.3	-3.6	-1.9	-2.3	5.2	3.1	-50.4	88.1	6.8	79.8
O=c1oc2ccccc2cc1C1=Nn2c(nnc2-c2cccnc2)SC1	-1.8	-2.1	-17.3	-1.7	22.7	-7.0	-11.6	104.0	/	92.5
COc1ccc(NC(=O)c2oc3ccccc3c2NC(=O)c2ccco2)cc1	1.8	-1.2	-18.7	0.7	4.9	0.7	-31.5	88.5	16.5	88.0
COc1cc(OC)cc(C(=O)N/N=C/c2ccc(OC)c(COc3ccc4ccccc4c3)c2)c1	6.2	/	-11.0	-0.8	-17.7	0.3	-72.3	24.8	4.2	30.7
O=C1NC(=O)C2(COC3(CCCC3)OC2)S1	2.0	-2.1	-2.2	4.8*	-23.4	13.7	-49.2	97.8	17.5	100.8
COc1ccc(Nc2nc(-c3cccc([N+](=O)[O-])c3)nc3ccccc23)c(OC)c1	2.9	-6.3	-1.7	0.1	-7.9	-3.0	-13.9	53.4	7.0	58.5
CCCC(=O)Nc1ccc(N2CCCCC2)cc1	3.4	1.1	-19.6	-4.1	6.5	-3.2	-5.8	99.1	4.2	99.5
O=C(CSc1n[nH]c(=O)[nH]c1=O)N/N=C/c1ccccc1	3.4	-5.1	6.3	-2.8	6.7	3.0	-12.4	98.8	4.8	93.2
CCn1c(SCC(=O)c2ccc(Cl)s2)nnc1-c1cccs1	1.3	-0.8	-1.2	-0.7	-11.3	1.4	-47.9	100.6	2.0	95.8
O=C(Nc1cccn(Cc2c(Cl)cccc2Cl)c1=O)c1c(Cl)cccc1Cl	20.2*	/	-0.9	9.2*	8.9	1.4	-41.6	62.0	15.7	61.4
COc1ccc(CN(C(=O)c2ccccc2OC)C2CCS(=O)(=O)C2)cc1 (centres undefined)	0.6	1.6	-0.6	-3.4	1.1	2.1	-23.1	93.1	21.4	100.8
CC(C)N1C(=O)S/C(=C/c2cccnc2)C1=O	-0.8	/	33.5	-4.4	12.2	8.3	-41.0	79.8	18.2	78.0
CC(=O)Nc1cccc(NC(=O)C2CCCN2C(=O)Nc2ccc(C)cc2)c1 (centres undefined)	-3.8	-0.5	-5.4	-2.6	9.4	4.8	-42.8	97.0	20.4	100.2
O=C(CC(=O)NC1CCCCC1)N/N=C/c1ccccc1Cl	2.1	-4.7	0.5	-0.4	/	-0.5	-14.3	92.5	5.8	91.6
O=S(=O)(c1ccc(NC2CCCCC2)cc1)N1CCOCC1	2.7	2.3	-20.3	-2.4	/	-12.5	-37.1	88.7	4.6	71.1
Cc1ccc(N2CCN(CC(O)COC3CCCCC3)CC2)cc1 (centres undefined)	3.2	3.9	-2.0	-1.1	-9.3	4.3	-67.7	79.9	4.8	88.6
Cc1nnc(NC(=O)CSc2nnc(Cc3cccn3C)n2C)s1	-3.4	-0.2	-7.3	1.1	/	0.1	-10.2	103.1	15.6	96.7

(cont.)
SMILES	NPY Y2 blocker	Phagocyt inh	Yeast lifespan up	MRP1 act	E-sel TNF inh	GALR2 antag	Yeast growth inh	HCT116 bCat-KO	Measles CPE	PTEN del growth
Cc1ccc(C(=O)/C=C/Nc2cccc(O)c2)cc1	6.8	0.5	0.9	-0.4	8.5	15.4	-94.0	91.3	4.3	107.6
Cc1ccc(NC(=S)NCCO)c(C)c1	-0.1	-0.6	-1.0	-0.2	-28.8	-3.8	4.8	104.1	9.1	94.8
COc1ccc(NCC(=O)N/N=C/C=C\c2ccccc2)cc1	4.9	-11.1	-7.1	-1.7	/	0.7	-3.2	95.0	20.3	99.0
Cc1[nH]n(C(C)(C)C)c(=O)c1Sc1ccccc1	0.3	0.8	-20.4	-2.9	-4.2	-1.2	-2.0	99.7	2.8	92.9
CCC(c1nnnn1Cc1ccc2c(c1)OCO2)N1CCN(c2ccc(F)cc2)CC1 (centres undefined)	19.1*	-0.7	-2.5	-4.2	14.0	2.8	-11.0	76.5	6.3	74.4
Cn1cccc1CNCc1ccccc1Cl	2.1	-2.6	-1.3	-1.9	-64.2	3.8	-43.3	85.1	0.8	80.9
Cc1n[nH]c(C)c1S(=O)(=O)N1CCCC(C(=O)Nc2nccs2)C1 (centres undefined)	2.2	-0.6	-0.2	0.0	/	-9.6	-31.1	94.9	10.1	97.1
Cn1[nH]c(=O)c(Cl)c(Cl)c1=O	0.8	-1.2	-2.0	-0.2	-21.7	15.5	-38.0	97.1	10.2	106.7
C/C(=N\NC(=O)c1ccccc1)c1cc2cc([N+](=O)[O-])ccc2oc1=O	-0.4	-2.9	12.8	4.6	2.1	8.2	4.7	53.6	16.4	52.8
CCOc1cc(/C=N/NC(=O)COc2cccc(C)c2)ccc1OC(=O)c1cccs1	0.4	/	-4.8	0.0	-50.5	12.4	-28.5	90.2	10.7	90.9
Oc1ccccc1-c1nnc(COc2ccccc2)o1	3.1	-0.4	-18.2	-1.3	/	2.0	4.9	84.2	3.7	87.4
